ARFGAP1 inh – inhibitors of rat ARFGAP1 GAP activity, primary screen, biochemical, fluorescence polarization, GDP tracer. Arfgap1-stimulated ARF1 GTP hydrolysis, GDP FP detection. inhibition, % at 16.5 µM. 360,000 tested, 0.26% active;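 active means inhibition above a per-plate limit, mean inhibition of low control wells plus 3 SD, cut at about 25% in these data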;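 further: 0% = DMSO wells with enzyme and 100% = wells lacking Arfgap1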
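system = rat Arfgap1 catalytic domain, aa 1-136 | technique = FP, GDP Alexa 633 tracer displaced from anti-GDP antibody, 620/688 nm | compound = one concentration, 16.5 µM, DMSO 1.26% | medium = HEPES-based buffer, pH 7.5 | timing = compound-enzyme preincubation 20 min, reaction 120 min, detection 60 min, 25 °C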
ASAP1 inh – inhibitors of human ASAP1 ArfGAP activity, primary screen, biochemical, fluorescence polarization | ASAP1-stimulated ARF1 GTP hydrolysis, GDP FP detection | inhibition, % at 16.5 µM | 360,000 tested, 0.19% active; in the data active means inhibition above about 25%;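 further: 0% = vehicle with enzyme and substrate and 100% = no enzyme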
DDE Tn7 FP inh – inhibitors of Tn7 peptide binding to fibrin DD(E), primary screen, biochemical, fluorescence polarization, human fibrin, Tn7 probe. Fibrinogen beta chain (Homo sapiens), P02675. FP displacement of FITC-Tn7 peptide from fibrin DD(E); 0% = median of compound wells per plate. inhibition, % at 8.3 µM. 370,000 tested, 0.13% active;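 active means inhibition above the mean of compounds falling within the control limits plus 3 SD of them, cut at about 14% in these data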;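 further: 0% = plate median of compound wells and 100% = 10 µM Aha-Tn7 peptide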
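Assay system: Fibrin-DD(E) protein isolated from polymerized human fibrin clots; read-out basis: percent inhibition; medium: Tris/NaCl/CaCl2 buffer, pH 7.8; signal: FP measurement; incubation: 10 min plus 3 h, room temperature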
TDP2 inh – human TDP2 enzyme inhibitors, primary screen, biochemical, epi absorbance, recombinant enzyme; inhibition, % at 12.8 µM; 370,000 tested, 0.34% active; T5PNP hydrolysis, p-nitrophenol absorbance 415 nm; Tyrosyl-DNA phosphodiesterase 2 (Homo sapiens), O95551;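 active means inhibition above the mean of all tested compounds plus 3 SD, set per campaign, cut at about 25% in these data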;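 further: 0% = DMSO with enzyme and 100% = buffer with substrate but no TDP2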
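Assay system: recombinant human TDP2 / Reagent: T5PNP substrate at 5 mM, a TopII-DNA adduct mimic / Measured by: epi absorbance from released p-nitrophenol / Evaluation: % inhibition relative to enzyme-containing and enzyme-free wells / Control set: enzyme-free and DMSO wells / Replicates: each compound tested once, singlicate / Schedule: enzyme reaction with compound for 2 h at 37 °C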
DDE Tn6 FP inh – inhibitors of Tn6 peptide binding to fibrin DD(E), primary screen, biochemical, fluorescence polarization, human fibrin, Tn6 probe; Fibrinogen beta chain (Homo sapiens), P02675; Fibrin DD(E) TRITC-Tn6 fluorescence polarization displacement; 370,000 tested, 0.21% active; inhibition, % at 8.3 µM;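 active means inhibition above a per-campaign cutoff: mean of compounds within control limits plus 3 SD, cut at about 15% in these data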;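 further: 0% = median of all compound wells on the plate and 100% = blocking peptide control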
ADAM10 inh – human ADAM10 inhibitors, primary screen, biochemical, QFRET, HTS; AID 720582, 2013; inhibition, % at 7 µM; recombinant ADAM10, EDANS/DABCYL FRET peptide cleavage, 3 h; 370,000 tested, 0.62% active; Disintegrin and metalloproteinase domain-containing protein 10 (Homo sapiens), O14672;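 active means inhibition above a per-campaign cutoff equal to the mean of compounds falling between control-based bounds plus 3 SD, cut at about 20% in these data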;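 further: 0% = DMSO wells while the 100% control is not disclosed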
PLC-beta3 inh – human PLC-beta3 inhibitors, primary screen, biochemical, fluorescence; inhibition, % at 12.2 µM; AID 720704, 2013; 1-phosphatidylinositol 4,5-bisphosphate phosphodiesterase beta-3 (Homo sapiens), Q01970; Purified PLC-beta3, fluorogenic substrate; 370,000 tested, 0.18% active; in the data active means inhibition above about 11%;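 further: 0% = median of compound wells on plate and 100% = full blocker control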
PLC-gamma1 inh – PLC-gamma1 enzyme inhibitors, primary screen, biochemical, fluorescence, purified enzyme; 1-phosphatidylinositol 4,5-bisphosphate phosphodiesterase gamma-1 (Homo sapiens), P19174; fluorogenic substrate; inhibition, % at 12.2 µM; 370,000 tested, 0.84% active; AID 720700, 2013; in the data active means inhibition above about 9.5%
Target sequence (P19174 whole entry, looked up): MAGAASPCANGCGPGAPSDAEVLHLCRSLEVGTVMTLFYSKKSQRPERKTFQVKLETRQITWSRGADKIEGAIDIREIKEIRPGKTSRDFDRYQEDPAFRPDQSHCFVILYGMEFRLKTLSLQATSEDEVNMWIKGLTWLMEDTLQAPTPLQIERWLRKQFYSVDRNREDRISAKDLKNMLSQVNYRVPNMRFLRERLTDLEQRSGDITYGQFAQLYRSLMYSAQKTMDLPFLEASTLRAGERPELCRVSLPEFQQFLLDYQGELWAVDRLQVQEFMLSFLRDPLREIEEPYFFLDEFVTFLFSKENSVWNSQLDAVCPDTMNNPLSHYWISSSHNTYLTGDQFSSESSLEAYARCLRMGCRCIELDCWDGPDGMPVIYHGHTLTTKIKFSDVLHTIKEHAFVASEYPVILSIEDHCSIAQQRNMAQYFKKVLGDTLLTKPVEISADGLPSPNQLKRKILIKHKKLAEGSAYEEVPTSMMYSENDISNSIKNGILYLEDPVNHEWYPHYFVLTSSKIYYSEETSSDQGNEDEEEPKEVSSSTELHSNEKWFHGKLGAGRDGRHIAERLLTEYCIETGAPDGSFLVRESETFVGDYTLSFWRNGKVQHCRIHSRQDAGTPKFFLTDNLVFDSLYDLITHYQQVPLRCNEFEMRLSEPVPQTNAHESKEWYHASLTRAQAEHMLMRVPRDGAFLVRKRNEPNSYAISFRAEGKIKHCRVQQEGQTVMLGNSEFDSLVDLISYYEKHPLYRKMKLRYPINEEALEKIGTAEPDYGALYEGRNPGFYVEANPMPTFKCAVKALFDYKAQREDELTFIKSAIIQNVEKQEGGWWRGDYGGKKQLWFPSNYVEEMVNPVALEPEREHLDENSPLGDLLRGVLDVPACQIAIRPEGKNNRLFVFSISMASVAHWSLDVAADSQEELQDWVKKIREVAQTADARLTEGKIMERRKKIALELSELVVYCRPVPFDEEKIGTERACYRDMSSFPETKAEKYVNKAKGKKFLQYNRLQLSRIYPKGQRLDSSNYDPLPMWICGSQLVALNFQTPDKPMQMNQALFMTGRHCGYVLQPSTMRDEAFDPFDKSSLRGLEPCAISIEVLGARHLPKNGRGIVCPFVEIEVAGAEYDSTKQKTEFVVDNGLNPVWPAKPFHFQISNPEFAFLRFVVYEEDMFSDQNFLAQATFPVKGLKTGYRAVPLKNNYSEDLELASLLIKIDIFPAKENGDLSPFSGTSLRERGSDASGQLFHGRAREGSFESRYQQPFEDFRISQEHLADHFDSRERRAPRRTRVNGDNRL
ADAM17 inh – ADAM17 inhibitors, primary screen, biochemical, QFRET. Disintegrin and metalloproteinase domain-containing protein 17 (Homo sapiens), P78536. recombinant ADAM17, EDANS/DABCYL FRET peptide cleavage. inhibition, % at 6.95 µM. 370,000 tested, 0.83% active;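 active means inhibition above the mean of compounds lying between control limits plus 3 SD, set per campaign, cut at about 8.5% in these data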;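 further: 0% = DMSO-only wells as the low control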
SIAE primary – human SIAE inhibitors, primary screen, biochemical, fluorescence polarization, FP-Rh probe, 1536-well HTS; SIAE FP-Rh probe binding; inhibition, % at 9.66 µM; 370,000 tested, 0.69% active;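 active means inhibition above a cutoff: mean of compounds within the control limits plus 3 SD of those, cut at about 17% in these data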;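 further: 0% = plate median of compound wells and 100% = probe without SIAE protein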
Active calls of the source: *; . = not tested or not shown.

SMILES	ARFGAP1 inh	ASAP1 inh	DDE Tn7 FP inh	TDP2 inh	DDE Tn6 FP inh	ADAM10 inh	PLC-beta3 inh	PLC-gamma1 inh	ADAM17 inh	SIAE primary
Cc1ccc(NC(=O)CCCc2nc3ccccc3s2)c(O)c1	11	13	3	-4	-2	2	-12	-1	-2	6
COC(=O)[C@@]1(Sc2ccccc2)CC(=O)N[C@@H]1c1ccccc1	-8	5	1	-6	5	2	1	2	-2	-2
CCn1c(SCC(=O)NNC(=O)Cc2ccccc2)nnc1-c1ccccc1	-7	10	-2	2	-2	4	1	1	-1	-1
CCN(C(=O)COC(=O)c1cc(OC)ccc1Br)C1CCS(=O)(=O)C1 (configuration not stated)	1	9	-1	7	0	-5	3	1	-2	1
CC(C)(C)OC(=O)C[C@H]1C/C=C\C[C@@H](CC(=O)N(CCO)Cc2ccccc2)C(=O)NC[C@@H](c2ccccc2)OC1=O	-3	1	-5	6	-4	6	2	8	1	6
Cc1ccc(N/N=C/c2ccncc2)cc1	21	12	-6	19	3	1	-10	-1	0	0
COc1ccc(NC(=O)c2cc(-c3ccncc3)nc3ccc(Br)cc23)cc1OC	7	17	1	-1	-5	0	-11	3	-2	-19
CC(C)CCN(C(=S)NC(=O)C1CCCCC1)c1c(N)n(Cc2ccccc2)c(=O)[nH]c1=O	-3	1	3	-4	1	-6	-2	1	-3	3
Cc1ccn2c(=O)nc(SCC(=O)NCCc3ccccc3)nc2c1	-7	3	-5	6	-3	-19	-13	-7	-8	-8
COC(=O)c1cc(-c2cccc3ccccc23)c(=O)n2c1CCC2	.	.	12	1	0	-64	-12	-13	-20	5
Cc1nc(S(=O)(=O)c2ccc(Cl)cc2)c(N(C)C)o1	-4	8	1	9	3	4	-5	3	-3	-4
CCOC(=O)c1c(/N=C/c2cc(OC)cc([N+](=O)[O-])c2O)sc(C)c1C	-6	-11	1	11	6	-1	2	-1	-1	6
COc1ccc(OC)c(NC(=O)CN(C)CCOc2ccc(Br)cc2)c1	1	-8	-3	-8	-11	10	-4	4	3	7
CCOc1ccc(NC(=O)C(=O)NCCN2CCN(S(=O)(=O)c3ccc(C)cc3)CC2)cc1	-7	0	-6	-17	-1	-2	-3	4	-1	-7
OCCN1CCOCCOc2ccccc2OCCOCC1	2	-2	1	-16	2	-4	-6	0	-3	-5
CCCCn1cnc2c(SCc3ccc(Cl)cc3)nc(N)nc21	-2	-5	-7	-5	3	-3	-7	3	5	0
Oc1ccccc1C(=S)N1CCCCC1	-7	-3	3	1	0	3	-1	-2	-3	6
Cc1cccn2cc(CNC(=O)CC3CCCC3)nc12	-5	-11	3	2	5	-5	1	1	-4	1
CCOc1ccc(NS(=O)(=O)c2ccc3c(c2)oc(=O)n3C)cc1	4	-4	-2	9	0	3	-1	1	-1	-1
C=CCOc1ccc(CNc2nn[nH]n2)cc1	-2	-11	-10	-10	1	17	2	4	9.1*	-2
O=C(NCCNC(=O)c1ccccc1)c1ccccc1	19	7	-3	-3	2	-6	-7	2	2	2
COc1ccc(C(=O)CC(=O)C(=O)Nc2cccc([N+](=O)[O-])c2C)cc1	15	10	3	-8	0	4	-4	3	-2	7
CCN(CC)CCNC(=O)CCCNC(=O)Cn1cnc2sc(C)c(C)c2c1=O	-11	-9	10	6	4	8	4	3	1	-1
C[C@@H]1Cn2cnc(C(=O)N3CCN(C(=O)OC(C)(C)C)CC3)c2C(=O)N1	-8	-16	5	3	7	-6	2	-1	1	3
COc1cc(/C=N/n2cnnc2)ccc1OCc1ccccc1	4	2	-6	5	-2	-16	-3	-4	-5	-1
Cn1nnc2ccccc2c1=O	9	5	1	-1	2	-7	2	-4	-1	-5
Cc1ncoc1C(=O)NC1CC(C)(C)Cc2c1cnn2-c1ccc(F)cc1 (configuration not stated)	8	-1	0	13	-4	-6	-6	-1	1	-1
O=C(O)CCC(=O)N1c2ccccc2NC2=C(C(=O)CC(c3ccc(F)cc3)C2)C1c1ccc([N+](=O)[O-])o1 (configuration not stated)	-5	-7	4	-5	7	2	-36	-26	-3	7
COc1ccc(C(=O)COC(=O)CN2C(=O)C3C4CCC(C4)C3C2=O)cc1 (configuration not stated)	8	6	-3	-7	1	7	-2	7	2	3
CCC(C)[C@H](NC(=O)NCc1cccs1)C(=O)OC (some centres not stated)	-6	-8	11	3	4	-1	3	0	-3	5
NC(=O)N=Nc1c(O)n(Cc2ccccc2)c2ccc(Br)cc12	-9	-10	-1	11	7	3	-5	1	1	4
CCOC(=O)C1=C(C)N(CC)C(=S)NC1c1ccc(Cl)cc1 (configuration not stated)	14	-7	0	10	-2	0	-2	-2	0	6
Cc1noc(NS(=O)(=O)c2ccc(N/C=C/C(=O)c3ccccc3)cc2)c1C	-2	-5	1	5	4	-1	-7	-1	-4	-2
O=C(Nc1ccc(S(=O)(=O)N2CCCC2)cc1)c1ccc(CN2CCOCC2)cc1	4	3	4	1	6	-8	2	4	1	-1
CC12CCCC(=O)C1CCC(=Cc1ccco1)C2=O (configuration not stated)	3	-6	4	-11	6	-13	1	-2	-3	2
Cc1ccc(S(=O)(=O)N2CCN(CC(=O)N/N=C/c3ccco3)CC2)cc1	9	-4	-1	-18	-5	-4	-4	-3	-1	-6
O=C(CSCc1ccccc1)NCCCN1CCOCC1	-11	0	-1	1	4	2	2	1	1	-2
O=C(O)Cc1ccc(O)c(F)c1	2	-11	0	0	2	6	2	3	1	7
O=C(/C=C/c1cccc(Cl)c1)NCCc1ccccc1	7	7	2	6	1	-2	-1	-1	5	-2
COc1ccccc1NC(=O)c1sc2ncn(Cc3ccccc3C)c(=O)c2c1C	-1	-4	4	-9	2	-19	-9	-5	-9	-12
COC(=O)c1c(NC(=O)C(=O)N2CCOCC2)sc2c1CCCC2	9	1	8	5	2	-2	-15	-4	-2	-8
COc1ccc(N2CC(C(=O)Nc3nnc(SCc4ccccn4)s3)CC2=O)cc1 (configuration not stated)	-5	-4	8	-6	-7	4	-4	-5	-2	-5
CC(=O)Nc1nc(C)c(Oc2ccc(Cl)cc2)c(=O)[nH]1	-3	4	1	0	2	-9	-2	5	4	-4
Cc1c(C(=O)OC(C)C)sc(N)c1C(=O)OC(C)C	-1	2	2	-2	0	3	-2	-3	1	-1
O=S(=O)(Nc1nc2ccccc2nc1Nc1ccc2c(c1)OCCO2)c1cccs1	9	11	-1	10	-13	-6	-114	-89	-5	-7
Cc1cc(C)nc(N2CCC(C(=O)NCc3cccs3)CC2)n1	-7	-8	-5	4	7	-7	0	2	-5	6
N=c1c2c(ncn1CCCO)Oc1cc(O)ccc1C2c1ccccc1 (configuration not stated)	7	5	-3	-3	10	9	-6	0	-4	2
O=C1OC(=O)c2cc([N+](=O)[O-])ccc21	-8	2	10	-8	0	-2	8	5	-1	5
C=CCNC(=O)c1onc(CSc2ccccn2)c1C(=O)NCC=C	6	8	-4	0	-5	-10	-2	1	-4	2
CC(NC(=O)CN1C(=O)NC(C)(C2CC2)C1=O)c1ccc(F)cc1 (configuration not stated)	8	-1	0	-2	-4	-2	-4	4	-5	-3
O=C1CN(c2nnnn2-c2ccccc2)CCN1	-2	5	2	-6	-1	4	2	1	-6	1
COc1cccc(N(C(=O)CNC(=O)c2ccco2)C(C(=O)NC2CCCC2)c2cccnc2)c1 (configuration not stated)	-1	-10	3	8	7	6	-8	-2	-3	14
COc1ccc(OC)c(NC(=O)CSc2nnnn2-c2ccccc2F)c1	-6	6	-1	8	-2	-1	1	-1	-3	0
C/C(=N/OC(=O)c1cccc(Cl)c1)c1nccs1	-7	11	0	4	-2	13	-1	6	-1	14
CCN=C1S/C(=C\c2ccc(Sc3ccc(Cl)cc3)o2)C(=O)N1CC	2	5	4	-3	7	-9	-3	-3	-3	-1
Nc1ncnc2c1ncn2[C@@H]1O[C@H](CNCC(O)CO)[C@@H](O)[C@H]1O (some centres not stated)	-6	-5	4	-8	1	-8	1	0	-2	3
CCOc1cc(/C=N/NC(=O)c2cccnc2)ccc1OCC(=O)N(C)C	0	-1	2	0	7	-4	-16	-11	0	-6
O=C(Nc1cc(C(F)(F)F)ccc1N1CCOCC1)C1=NN(c2ccccc2)C(=O)CC1	-12	8	-4	-6	-8	5	-7	-1	0	4
COc1cc2c(cc1NC(=O)COC(=O)/C=C/c1ccccc1)oc1ccccc12	-1	-4	0	-8	4	-9	1	7	-1	2
COc1ccc(F)cc1S(=O)(=O)N1CCC(C(N)=O)CC1	3	13	-3	2	5	5	3	0	-3	-2
O=C(O)Cc1ccc(NC(=O)c2cccs2)cc1	-7	11	-7	-5	1	1	3	2	0	4
CC(=O)Nc1ccc(NC(=O)CSc2ncc(C(=O)Nc3ccc(F)cc3)c(=O)n2C)cc1	11	12	6	-1	-9	-9	0	0	-4	-5

Pulled by structure from the entries so far, 4 records:
SMILES	ARFGAP1 inh	ASAP1 inh	DDE Tn7 FP inh	TDP2 inh	DDE Tn6 FP inh	ADAM10 inh	PLC-beta3 inh	PLC-gamma1 inh	ADAM17 inh	SIAE primary
CCN=C1S/C(=C\c2ccc(Sc3ccc(Cl)cc3)o2)C(=O)N1CC	2	5	4	-3	7	-9	-3	-3	-3	-1
CC(NC(=O)CN1C(=O)NC(C)(C2CC2)C1=O)c1ccc(F)cc1 (configuration not stated)	8	-1	0	-2	-4	-2	-4	4	-5	-3
COc1cccc(N(C(=O)CNC(=O)c2ccco2)C(C(=O)NC2CCCC2)c2cccnc2)c1 (configuration not stated)	-1	-10	3	8	7	6	-8	-2	-3	14
Nc1ncnc2c1ncn2[C@@H]1O[C@H](CNCC(O)CO)[C@@H](O)[C@H]1O (some centres not stated)	-6	-5	4	-8	1	-8	1	0	-2	3
